# High-throughput results from PubChem.
# D1 PAM – potentiators of human D1 dopamine receptor. HEK293 TREx D1 cells, calcium flux, dopamine EC20 potentiation. AID 504651. actives 0.036% (n = 360,000). potentiation, % at 10 µM; in the data active means potentiation above about 30%; further: 0% is about no effect
# RXFP1 antagonist – blocks the human relaxin receptor RXFP1. Q9HBX9. HEK293-RXFP1, relaxin-stimulated cAMP HTRF, 30 min; hits give low values. activity change, negative = inhibition, % at 57.5 µM. actives 0.59% (n = 350,000);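 active means activity change of -60% or lower, but not beyond a set lower limit; inconclusive means change between -60% and -40%, or beyond the set limit; inactive means change above -40%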; further: on the % scale 0 is the no-effect control and ±100 the full control effect
# D2 PAM – positively modulates the human D2 dopamine receptor allosterically. actives 0.34% (n = 340,000). HEK293 T-REx D2, calcium flux, EC20 dopamine potentiation. potentiation, % at 10 µM. P14416. AID 485347;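 active means potentiation over 3 SD above the plate norm, cut at about 30% in these data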; further: 0% is about no effect
# Target sequence (P14416 whole entry, looked up): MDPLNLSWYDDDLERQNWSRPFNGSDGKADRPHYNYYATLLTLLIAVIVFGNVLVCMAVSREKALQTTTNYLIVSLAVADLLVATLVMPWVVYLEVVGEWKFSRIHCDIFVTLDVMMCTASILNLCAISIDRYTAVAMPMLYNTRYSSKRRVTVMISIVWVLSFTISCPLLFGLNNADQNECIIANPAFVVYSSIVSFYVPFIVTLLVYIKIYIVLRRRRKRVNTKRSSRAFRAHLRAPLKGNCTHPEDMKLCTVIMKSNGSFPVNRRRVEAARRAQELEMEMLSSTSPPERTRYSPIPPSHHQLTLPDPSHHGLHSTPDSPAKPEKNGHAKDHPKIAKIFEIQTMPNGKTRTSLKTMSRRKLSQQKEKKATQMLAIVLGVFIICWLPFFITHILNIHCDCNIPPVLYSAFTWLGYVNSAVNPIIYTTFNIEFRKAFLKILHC
#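 Using a no-wash calcium dye in inducible, force-coupled HEK293 Trex cells expressing D2, we tracked fluorescence each second for 180 s after compound, then for 180 s after EC20 dopamine to detect augmented signalling.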
# D1 agonist – activates the human D1 dopamine receptor | P21728 | HEK293 T-REx D1 cells, calcium flux, agonist mode | activation, % at 2 µM | actives 1% (n = 360,000) | AID 504660; further: 0% is about no effect
#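 Agonism was scored from calcium flux recorded over 180 s (1 read/s) after pintool compound addition, following a 10-cycle baseline. Cells were inducible force-coupled HEK293 TREx D1, plated overnight at 30 C and loaded with no-wash calcium dye.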
# D1 antag – antagonists of human D1 dopamine receptor | P21728 | HEK293 TREx D1 cells, calcium flux, dopamine EC80; hits give low values | activity change, negative = inhibition, % at 10 µM | actives 3.2% (n = 360,000); in the data active means activity change below about -30%; further: on the % scale 0 is the no-effect control and ±100 the full control effect
#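 HEK293 T-REx cells expressing inducible, force-coupled D1 receptor; no-wash Ca dye, 30–90 min RT. Cmpd → 180 s read at 1 Hz → EC80 DA → 180 s read.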
# D2 antag – D2 dopamine receptor (human) antagonism | HEK293 TREx D2 cells, calcium flux, dopamine EC80 | inhibition, % at 10 µM | actives 2% (n = 340,000); in the data active means inhibition above about 30%; further: 0% is about no effect
#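 Cells plated overnight at 30 C with tetracycline; no-wash calcium dye, 30–90 min RT; 10 s baseline; compound pinned; 180 s read; EC80 dopamine added; another 180 s read.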
# D2 agonist – activates the human D2 dopamine receptor. P14416. HEK293 T-REx D2 cells, calcium flux agonist mode. activation, % at 2 µM. actives 0.53% (n = 340,000). AID 485358;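 active means activation over 3 SD above normal in the single-dose calcium agonist read, cut at about 30% in these data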; further: 0% is about no effect
#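 Calcium-flux readout, 1 cycle/sec over 180 s following compound pin transfer, in inducible HEK293 Trex D2 cells (force-coupled); dopamine controls included. Positive calcium responses during this window marked compounds as potential agonists.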
# TRHR agonist – TRH receptor (human) agonism | P34981 | TRHR cells, calcium flux fluo-8, FDSS agonist mode | activation, % at 2 µM | actives 0.18% (n = 360,000) | AID 493084; further: 0% is about no effect
# Target sequence (P34981 whole entry, looked up): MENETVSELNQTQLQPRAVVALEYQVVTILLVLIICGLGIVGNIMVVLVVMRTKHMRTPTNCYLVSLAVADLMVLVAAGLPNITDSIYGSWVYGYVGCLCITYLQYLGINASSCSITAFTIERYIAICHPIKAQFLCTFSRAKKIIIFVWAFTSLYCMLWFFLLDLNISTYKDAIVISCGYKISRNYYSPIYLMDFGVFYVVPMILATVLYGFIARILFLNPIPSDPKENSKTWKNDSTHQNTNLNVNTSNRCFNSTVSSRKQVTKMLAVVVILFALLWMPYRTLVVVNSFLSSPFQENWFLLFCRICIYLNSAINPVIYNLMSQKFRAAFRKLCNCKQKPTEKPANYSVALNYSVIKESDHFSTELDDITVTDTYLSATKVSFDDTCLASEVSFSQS
#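 Steps: seed TRHR cells overnight; add fluo-8 no-wash Ca dye, RT 30 min–1.5 h; record 10 s baseline; pin-transfer compounds; monitor fluorescence 1 cycle/s for the agonist window. Calcium increases flag candidate agonists.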
# TRHR enhancer – allosteric enhancers of human TRH receptor | P34981 | TRHR cells, fluo-8 calcium fluorescence, EC20 TRH enhancement | enhancement, % at 2 µM | actives 0.66% (n = 360,000); in the data active means enhancement above about 30%; further: 0% is about no effect
#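 Enhancer read-out: after compound pinning and an initial kinetic agonist-mode read, an EC20 of TRH (10 nM final) was injected and fluo-8 calcium signal (Ex 480/Em 530) followed at 1 s/cycle for 100 cycles in TRHR-expressing cells.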
# Starred values were filed as active, the others as inactive; ? = inconclusive; . = no result given. Unless noted, no stated cut-off is given here; in the data, active means activation above about 30%; inactive means the rest.
SMILES,D1 PAM,RXFP1 antagonist,D2 PAM,D1 agonist,D1 antag,D2 antag,D2 agonist,TRHR agonist,TRHR enhancer
Cc1oc2ccccc2c1CC(=O)NCCCN(C)C,0,8,-1,2,-21,6,-0.1,0.7,-1
COc1cc(C(CC(=O)N2CCCC2)c2c(OC)cc(OC)c3ccc(=O)oc23)cc(OC)c1OC (stereo not drawn),1,.,11,6,27,-1,-0.3,1.6,-4
CCOc1ccc(CNC(=O)c2ccc3nc(N4CCOCC4)sc3c2)cc1,0,.,9,1,6,-13,0.0,-0.2,2
Nc1nonc1/C(=N/O)N1CCN(CCO)CC1,0,-4,-18,2,6,51*,1.0,1.0,88*
C=CCOc1ccc(C=Nc2ccc(C)c(Cl)c2)c(O)c1,-2,-10,6,-1,0,-13,-0.3,0.3,0
CCCn1nnc(NC(=O)c2sc3ccccc3c2Cl)n1,-4,-3,-6,3,-25,2,-2.4,-0.5,1
COc1ccc(-c2nn(-c3ccccc3)cc2/C=N/N2C(=O)CSC2=S)cc1,-2,-2,-2,2,-5,2,1.3,0.4,1
COc1ccc(OC)c(NC(=S)NCC(c2cccnc2)N2CCOCC2)c1 (stereo not drawn),6,-4,-2,1,-1,5,1.3,0.6,16
O=C(Cc1ccc(Br)c2ccccc12)N/N=C/c1ccccn1,-2,?,.,6,-22,1,-0.4,0.7,5
O=C(NCCCN1CCN(Cc2ccccc2)CC1)C1CCN(S(=O)(=O)N2CCCC2)CC1,-4,10,3,1,0,7,0.1,0.4,10
CCCNS(=O)(=O)c1cccc(C(=O)NC2CCCc3ccccc32)c1 (stereo not drawn),-2,-10,-1,0,2,.,.,0.1,-4
COc1ccccc1OC(=O)c1ccc(SC)cc1OC,2,-1,12,1,5,-5,-0.5,-0.3,-4
CSc1nnc2c(n1)OC(c1ccccn1)N(C(C)=O)c1ccccc1-2 (stereo not drawn),4,-4,-10,-1,.,-1,3.3,0.4,-2
Cc1ccc(S(=O)(=O)N2CCN(C(=O)c3ccc4ccccc4n3)CC2)c(C)c1,-2,-14,24,14,9,-5,-0.1,-0.5,11
CCOc1ccc(Cl)cc1CNCCCSc1nnnn1C,-2,4,-10,9,3,.,.,0.1,-3
COc1ccc(CNC(=O)C2CC(c3ccccc3C(F)(F)F)=NO2)cc1 (stereo not drawn),3,.,7,6,33,-17,0.5,-0.6,-1
COc1ccccc1OCC(=O)OC/C(O)=C(\C#N)c1nc2ccccc2[nH]1,-2,2,12,2,11,4,-1.3,-0.8,-1
O=C(Nc1ccccc1)N1CCCC(c2nc(-c3ccc(F)cc3)no2)C1 (stereo not drawn),-8,0,26,3,-25,0,0.6,-0.3,2
COc1ccc(-c2nn(-c3ccccc3)cc2C(N)=O)cc1OC,-7,4,-13,0,-8,0,-0.1,0.0,-10
O=C(NC(=S)Nc1ccc(S(=O)(=O)Nc2ncccn2)cc1)c1ccc(Br)cc1,-5,1,4,0,3,-11,-0.5,-1.8,1
COc1ccc(CNc2nc3ccccc3s2)cc1OC,0,2,6,9,6,0,-2.1,0.0,-9
O=C(c1cc(S(=O)(=O)N2CCN(c3ccccc3)CC2)ccc1Cl)N1CCCCCCC1,-3,6,-2,2,-2,-6,0.7,0.1,-2
COc1ccccc1NC(=O)CN(Cc1ccco1)C(=O)c1cncc(Br)c1,1,-4,0,1,4,-36,-0.4,-0.8,10
CC(C)CCNC(=O)C(C)N(Cc1ccc(F)cc1)C(=O)c1ccc(CN2CCOCC2)o1 (stereo not drawn),-2,-3,7,2,-3,-28,-2.5,-1.3,10
Cc1ccc(S(=O)(=O)N2CCOCC2)cc1NC(=O)C(c1ccc(Cl)cc1)C(C)C (stereo not drawn),-2,-6,13,5,7,4,0.7,1.3,-8
CC(=O)c1c(O)cc(C)n(Nc2nc(C)cc(C)n2)c1=O,9,9,17,3,12,-2,1.0,0.1,-8
Cc1cc(C)c2c(=O)n(CC(=O)NC3CCCC3)sc2n1,2,25,0,9,8,-15,5.7,0.5,-3
O=S(=O)(O)c1ccc(N=NNc2ccc(Br)cc2)cc1,-3,-2,-7,1,7,-16,3.0,0.3,3
O=C(COC(=O)c1ccc2c(c1)OCCO2)Nc1cc(S(=O)(=O)N2CCOCC2)ccc1Cl,9,8,1,6,-17,5,0.7,-1.0,7
CSc1nc2sc3c(c2c(=O)n1-c1ccc(C)cc1)CCCC3,2,-2,0,0,1,.,-0.9,-1.0,-1
CC(C)N=c1c([N+](=O)[O-])nn(C)n1O,-4,1,9,2,-58*,-6,3.2,0.5,4
Cc1cccc(NC(=O)CSc2nnc(NC(=O)c3ccco3)s2)c1,-2,2,2,5,-5,4,-0.4,-0.7,20
Cn1nc(-c2ccc(C(=O)Nc3cccnc3)cc2)c2ccccc2c1=O,-4,9,7,5,4,13,-2.4,0.4,-6
CCn1c(=O)n(CC(=O)N(C)Cc2ccccc2)c(=O)c2ccccc21,-2,-9,.,3,2,-1,-1.0,-1.8,-3
CCOC(=O)/C(=C/C=C1\Sc2cc(OCC)c(OCC)cc2N1CC)C(C)=O,0,-5,-20,216*,-30*,72*,88*,244*,48*
CC1CC(C)CN(C(=O)Cn2nnc(-c3ccccc3)n2)C1 (stereo not drawn),2,-7,5,3,10,1,-0.5,0.2,6
O=C(NCCc1csc(-c2ccccc2)n1)c1c(F)cccc1F,-3,4,5,8,-25,-1,-0.4,-0.9,-2
N#Cc1nc(-c2cccs2)oc1N1CCN(Cc2ccccc2)CC1,-3,-24,-21,1,-10,-17,0.5,-0.6,-1
CN(c1ccccc1)S(=O)(=O)c1ccc(Cl)c(C(=O)Nc2ccc(N3CCOCC3)cc2)c1,5,-2,5,0,16,14,2.9,-0.3,1
CCN(CC)C(=O)c1ccc(CS(=O)(=O)Cc2ccccc2)cc1,0,4,-3,7,-31*,14,0.9,1.3,-6

# An excerpt of these results, as labelled records.
O=C(NCCc1csc(-c2ccccc2)n1)c1c(F)cccc1F
  D1 PAM = -3 | RXFP1 antagonist = 4 | D2 PAM = 5 | D1 agonist = 8 | D1 antag = -25 | D2 antag = -1 | D2 agonist = -0.4 | TRHR agonist = -0.9 | TRHR enhancer = -2

N#Cc1nc(-c2cccs2)oc1N1CCN(Cc2ccccc2)CC1
  D1 PAM = -3 | RXFP1 antagonist = -24 | D2 PAM = -21 | D1 agonist = 1 | D1 antag = -10 | D2 antag = -17 | D2 agonist = 0.5 | TRHR agonist = -0.6 | TRHR enhancer = -1

CN(c1ccccc1)S(=O)(=O)c1ccc(Cl)c(C(=O)Nc2ccc(N3CCOCC3)cc2)c1
  D1 PAM = 5 | RXFP1 antagonist = -2 | D2 PAM = 5 | D1 agonist = 0 | D1 antag = 16 | D2 antag = 14 | D2 agonist = 2.9 | TRHR agonist = -0.3 | TRHR enhancer = 1

CCN(CC)C(=O)c1ccc(CS(=O)(=O)Cc2ccccc2)cc1
  D1 PAM = 0 | RXFP1 antagonist = 4 | D2 PAM = -3 | D1 agonist = 7 | D1 antag = -31* | D2 antag = 14 | D2 agonist = 0.9 | TRHR agonist = 1.3 | TRHR enhancer = -6

# More compounds.
SMILES,D1 PAM,RXFP1 antagonist,D2 PAM,D1 agonist,D1 antag,D2 antag,D2 agonist,TRHR agonist,TRHR enhancer
OCC1(CCOc2ccccc2)CCN(Cc2ccccc2OC(F)F)CC1,-4,0,-17,5,-8,-3,0.3,0.7,0
Cc1nc2ccccc2c(=O)n1-c1cccc(NC(=O)c2cccs2)c1,-6,2,-1,1,-1,-19,-0.1,0.0,2
Cc1ccc(/C=C2/Sc3ccc(C(=O)NCCN4CCOCC4)cc3NC2=O)cc1,-2,2,-2,5,7,2,1.1,0.8,13
Cc1ccc(Oc2c(C(F)(F)F)oc3cc(OCC(=O)NC4CCCCC4)ccc3c2=O)cc1,0,1,7,1,6,.,-0.9,-0.3,6
C=CCN(CC=C)C(=S)NC(=O)c1ccc([N+](=O)[O-])cc1,3,-18,-4,2,9,-1,2.2,0.3,2
COc1ccc(N(C(=O)c2snc(C(N)=O)c2N)C(C(=O)NCc2ccccc2)c2ccc(O)cc2)cc1OC (stereo not drawn),-8,-9,-11,4,-1,3,3.7,-0.1,4
O=C(CSc1nnc(NC(=O)C2CC(=O)N(c3ccc(F)cc3)C2)s1)NCC1CCCO1 (stereo not drawn),2,-2,11,2,8,-8,-0.1,0.6,0
CCn1c(O)c(N=NC(=O)CNC(=O)/C=C/c2ccco2)c2ccccc21,-2,-11,-30,2,4,24,-0.4,-0.9,8
CN(C)c1ccc(/C=N/N(Cc2ccccc2)c2ccccc2)cc1,3,-3,8,1,-3,10,-0.5,0.7,0
CCC(=O)N1CCc2cc(S(=O)(=O)NC(Cc3ccccc3)C(=O)NC3CCCC3)ccc21 (stereo not drawn),5,-7,-8,1,35,10,-0.3,-0.6,-1
CN(Cc1c(F)cccc1Cl)C(=O)C1CC(=O)N(CCc2ccccc2)C1 (stereo not drawn),0,2,-2,2,-3,-7,-0.1,-0.5,4
CN1CCN(c2nc3c(c(=O)[nH]c(=O)n3C)n2CC(N)=O)CC1,0,-18,6,1,4,.,.,-0.2,0
COCCNC(=O)NC(=O)CN1C(=O)NC(Cc2c[nH]c3ccccc23)C1=O (stereo not drawn),.,11,-2,1,3,28,1.6,0.9,-1
COc1ccc(-c2nnc(-c3cc(OC)c(OC)c(OC)c3)o2)cc1OC,-5,-13,5,1,4,-10,0.3,0.6,7
O=C(CCNC(=O)c1ccccc1Cl)Nc1nc(-c2ccc(F)cc2)cs1,-6,0,0,4,-13,.,.,-0.6,5
CCNC(=O)N1C(=O)C2(OCCO2)c2ccccc21,-1,-3,1,2,-1,-11,-0.5,0.0,-3
CC(C(=O)N1CCCC1)N(C)CC(=O)Nc1cccc(F)c1 (stereo not drawn),.,-6,-11,7,-4,-9,0.8,-0.1,3
O=c1[nH]cc(-c2ccccc2)c(=O)[nH]1,5,6,11,1,-5,14,1.1,0.4,-2
Cc1c(C(=O)c2ccccc2)oc2ccc3ccccc3c12,9,0,0,12,25,-10,1.2,1.4,3
O=c1[nH]cc(S(=O)(=O)Nc2ccc3c(c2)OCO3)c(=O)[nH]1,6,-9,3,-1,-4,18,0.2,0.4,7
CCN(CCN1CCCC1)C(=O)C1CCC(=O)N(CCCN2CCOCC2)C1 (stereo not drawn),10,-1,-5,3,21,4,1.0,0.8,7
CCOCC(=O)Nc1cc([N+](=O)[O-])ccc1C,-1,0,6,-1,-14,-29,0.2,0.5,2
CCC(=O)N(Cc1ccccc1)c1ccccn1,2,0,-2,1,-9,16,-1.0,0.7,-7
COc1ccc(Cl)cc1NC(=S)N1CCN(S(C)(=O)=O)CC1,-3,-3,10,0,5,-3,0.2,0.1,7
CCOC(=O)c1cnc2c(C)cccc2c1Nc1ccc(N2CCOCC2)cc1,-13,.,14,-1,0,6,3.4,0.6,2

# Ordered by count of non-hydrogen atoms (rising): three of the compounds above
SMILES,D1 PAM,RXFP1 antagonist,D2 PAM,D1 agonist,D1 antag,D2 antag,D2 agonist,TRHR agonist,TRHR enhancer
CCC(=O)N(Cc1ccccc1)c1ccccn1,2,0,-2,1,-9,16,-1.0,0.7,-7
O=c1[nH]cc(S(=O)(=O)Nc2ccc3c(c2)OCO3)c(=O)[nH]1,6,-9,3,-1,-4,18,0.2,0.4,7
COc1ccc(Cl)cc1NC(=S)N1CCN(S(C)(=O)=O)CC1,-3,-3,10,0,5,-3,0.2,0.1,7
